# Source: PubChem BioAssay (Southern Research Specialized Biocontainment Screening Center)
# H1N1 NS1A inhibition: NS1A inhibition, H1N1 influenza, cell based functional assay (AID 504329) | NS1A functional cell-based assay, percent inhibition; higher % means a stronger effect | inhibition, % at 12.5 µM; hits with a dose series show IC50 in µM | 340,000 tested, 0.3% active; in the data active = a potency from the dose series; note: strong numbers were not always called active
# M. tuberculosis HTS: M. tuberculosis growth inhibition, HTS (AID 449762) | M. tuberculosis H37Rv growth inhibition, 7H9 media; higher % means a stronger effect | inhibition, % at 25 µM, or IC50 in µM where a hit was titrated | 330,000 tested, 0.59% active; in the data active = a potency from the dose series;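 note: bacterial growth assessed after seven days of incubation; strong numbers were not always called active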
# tuberculosis growth: growth inhibition of non-replicating M. tuberculosis (AID 488890); Mycobacterium tuberculosis non-replicating, growth inhibition; higher % means a stronger effect; inhibition, % at 25 µM; hits with a dose series show IC50 in µM; 320,000 tested, 0.39% active; in the data active = a potency from the dose series;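 note: plate controls were DMSO cells for no effect and high antibiotic wells for full effect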
# VEEV TC-83 Vero: inhibitors of VEEV TC-83 cytopathic effect, confirmation, Vero cells (AID 588727); Vero cells, VEEV TC-83 cytopathic effect inhibition; higher % means a stronger effect; one-dose inhibition, % at 20 µM; IC50 in µM for titrated hits; 350,000 tested, 0.13% active; in the data active = a potency from the dose series; note: strong numbers were not always called active
# PhoP GFP inhibition: Inhibition of PhoP regulon, Salmonella typhi GFP reporter cells, confirmation, 4 h (AID 1850). Salmonella Typhi PhoP-promoter GFP reporter, fluorescence, 4 h; higher % means a stronger effect. inhibition, % at 50 µM; hits with a dose series show IC50 in µM. 310,000 tested, 0.33% active; in the data active = a potency from the dose series;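 note: 0% = induced wells with vehicle and 100% = uninduced wells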
# VEEV TC-83 Vero 10K pilot screen: also measured in VEEV TC-83 Vero; calls as there; inhibition, %; measured here: 10K pilot screen inhibition
# Starred values were filed as active, the others as inactive; i = inactive; · = no result given. This is a random part of the collection; overall some 1.6% were active at least once.
SMILES,H1N1 NS1A inhibition,M. tuberculosis HTS,tuberculosis growth,VEEV TC-83 Vero,PhoP GFP inhibition,others
CCOC(=O)c1[nH]c(C)c(C(=O)OCc2ccccc2F)c1C,4%,4%,24%,1.6%,4%,
O=C(CSc1nc(=O)n2ccccc2n1)NCc1ccc(F)cc1,-8%,-7%,-4%,0.9%,4%,
Cc1ccccc1NCC(=O)N/N=C/c1ccc([N+](=O)[O-])cc1,0%,-2%,·,i,-5%,
C/C=C(/C)C(=O)OC1CC(C)(C)C[C@H]2C3=CC[C@@H]4[C@@]5(C)CCC(O[C@@H]6O[C@@H](C(=O)O)[C@@H](O)C(O[C@@H]7OC[C@H](O)[C@@H](O)[C@@H]7O[C@@H]7OC(CO)C(O)[C@@H](O)[C@@H]7O)C6O[C@@H]6OC(CO)C(O)C(O)C6O)[C@@](C)(CO)[C@@H]5CC[C@]4(C)[C@]3(C)CC(O)[C@@]12CO (stereo partly specified),10%,1%,-4%,i,·,VEEV TC-83 Vero 10K pilot screen=0.0
O=C1CN(C(=O)COC(=O)c2ccc(Cl)c(S(=O)(=O)N3CCCCC3)c2)c2ccccc2N1,-11%,0%,15%,1.7%,·,
O=C(NCCN1C(=O)C2C3C=CC(C3)C2C1=O)Nc1ccccn1 (stereo unspecified),7%,-8%,-1%,0.1%,1%,
COc1ccc(CCNC(=O)C(C)Sc2ccc(C)cc2)cc1OC (stereo unspecified),2%,1%,-5%,i,-9%,
Brc1ccc(N/N=C(/N=Nc2nn[nH]n2)c2ccccc2)cc1,6µM*,14µM*,·,10%,-15%,
Cc1ccc(-c2ccc(=O)n(CCC(=O)N3CCN(Cc4ccccc4)CC3)n2)cc1,-1%,13%,9%,2.3%,0%,
O=C(Nc1ccnc(-c2ccncc2)n1)c1cccs1,-7%,8%,6%,4.0%,-21%,
CN(C)/C=C1\C(=O)N(C)N=C1C(F)(F)F,3%,2%,-1%,i,-2%,
COc1cc(C2NC(=O)NC3=C2C(=O)OC3)cc(OC)c1OC (stereo unspecified),-4%,6%,0%,0.6%,-4%,
CCN(CC)C(=O)c1ccc(NC(=O)c2cc(-n3cnnc3)ccc2Cl)cc1,-5%,-9%,-12%,1.5%,-6%,
O=C(CCCC(=O)OCC(Cl)=C(Cl)Cl)Nc1cccc2ccccc12,0%,21%,52%,i,6%,
CC(=O)NCC(=O)OCC(=O)c1ccc(Cl)cc1,-10%,0%,15%,i,-5%,
CN(C)/C=N/c1nc2ncc(-c3ccc(Cl)cc3)c(/N=C/N(C)C)n2n1,2%,-5%,-7%,0.1%,-3%,
O=C(O)COc1ccc2c3c(c(=O)oc2c1)CCCC3,-7%,-5%,-8%,0.9%,2%,
CCCCN(C)CCCNC(=O)CN1C(=O)COc2ccc(S(=O)(=O)N3CCOCC3)cc21,-6%,0%,3%,0.8%,-6%,
Cc1cc(C)n2nc(Nc3ccccc3)cc2n1,1%,-3%,-7%,1.3%,-9%,
N#Cc1c(NC(=O)CSCC(=O)O)sc2c1CCCC2,-5%,-8%,1%,0.2%,-8%,
Cc1ccccc1-n1c(SCC(=O)N/N=C/c2ccccc2OCC(=O)O)nc2ccccc2c1=O,-9%,-5%,22%,1.0%,-6%,
O=C1CC(NCCc2ccccc2)C(=O)N1CCc1ccccc1 (stereo unspecified),-20%,1%,-6%,0.5%,0%,
COc1ccc(C(=O)COc2ccc(F)cc2)c(O)c1,-9%,-12%,61%,2.3%,15%,
CCC(=O)Nc1cccc(NC(=O)c2ccc3c(c2)OCO3)c1,-3%,10%,8%,3.8%,1%,
CCn1nc(C(=O)NNS(=O)(=O)c2cc(/C=C/C(=O)O)cc(OC)c2OC)c2ccccc2c1=O,-20%,-9%,-6%,11%,·,
Cc1ccccc1-n1nnnc1SCC(=O)c1c(N)n(C2CC2)c(=O)[nH]c1=O,-6%,·,·,6.9%,·,
Cc1cccc(-n2c(CCN3C(=O)c4ccccc4C3=O)nc3ccccc3c2=O)n1,26%,·,·,0.3%,·,
COc1ccc(C)cc1Nc1nc(-c2c(C)[nH]c3ccccc23)cs1,1%,11%,36%,4.7%,-9%,
O=C(CSc1nnc2ccc(-c3ccccn3)nn12)N1CCCC1,-9%,·,·,2.6%,·,
CC(C)(C)c1ccc(C(CC(=O)O)NS(=O)(=O)Cc2ccccc2)cc1 (stereo unspecified),-2%,4%,2%,0.2%,-8%,
COc1ccc(CNC(=O)CSc2nc3ccc(C)cc3[nH]2)cc1,-13%,-2%,10%,0.3%,0%,
Cc1ccc(S(=O)(=O)N2CCOCC2)cc1C(=O)Nc1ccc(S(=O)(=O)Nc2nccs2)cc1,4%,-8%,46%,1.5%,14%,
CCOc1ccc(Cl)cc1CNc1nnnn1C,2%,4%,5%,i,-16%,VEEV TC-83 Vero 10K pilot screen=0.4
CCc1ccc(Oc2coc3cc(O)ccc3c2=O)cc1,2%,2%,41%,0.4%,13%,
CCOC(=O)/C=c1\s/c(=C\c2ccccc2OC)c(=O)n1CC(=O)N1CCOCC1,3%,9%,6%,12%,-5%,
COc1cccc2c1OCC(CN1CCN(C3CCCCC3)C(CCO)C1)=C2 (stereo unspecified),7%,0%,0%,1.2%,-17%,
CCOc1ccc(N2CC(O)(c3ccc(F)cc3)[N+]3=C2CCCC3)cc1 (stereo unspecified),-8%,5%,19%,0.1%,7%,
Cc1cccc2cc(C3CC(c4ccco4)=NN3S(=O)(=O)c3ccccc3)c(Cl)nc12 (stereo unspecified),-5%,1%,46%,0.2%,-11%,
Nc1ccc(C(=O)OCC(=O)N2c3ccccc3Sc3ccccc32)cc1[N+](=O)[O-],-13%,-8%,3%,3.3%,0%,
Cc1cc(C)n(-c2ccc(C(=O)NC3=NCCS3)cc2)n1,-7%,-9%,32%,2.8%,-10%,
CCN1CCN(c2nc(SC)nc3sc4c(c23)CC(C)(C)OC4)CC1,22%,·,·,6.5%,·,
CCCCOc1ccc(Cl)cc1CSc1nnc(CC)n1N,-2%,-9%,23%,0.5%,-7%,
CCNC(=O)C/C(C)=N/NC(=O)C12CC3CC(CC(C3)C1)C2,-9%,-2%,0%,0.7%,-15%,
Cc1ccc2c(c1)N(CC(=O)NCC(C)c1ccccc1)C(=O)c1cccnc1O2 (stereo unspecified),1%,-7%,18%,0.6%,-10%,
CN(C)c1ccc(N2C(=O)CC(Sc3ccccc3C(=O)O)C2=O)cc1 (stereo unspecified),-5%,0%,74%,0.1%,2%,
COc1ccc(NC(=S)N2CCC(c3nc4ccc(Cl)cc4[nH]3)CC2)c(OC)c1,1%,-6%,24%,0.2%,7%,
CCC(=O)Nc1nc(-c2ccc3c(c2)OCCO3)cs1,-1%,-2%,·,4.4%,-4%,
CC(NC(=S)Nc1ccccc1OC(F)F)C(C)(C)C (stereo unspecified),11%,6%,48%,1.0%,-10%,
O=C(CSCc1cnn(-c2ccccc2)c1-n1cccc1)NCc1ccccn1,5%,-4%,18%,i,15%,
CN(C)Cc1cc(CN(C)C)c(O)c(CCc2ccccc2)n1,-3%,-13%,-10%,5.1%,1%,
# Further results
SMILES,H1N1 NS1A inhibition,M. tuberculosis HTS,tuberculosis growth,VEEV TC-83 Vero,PhoP GFP inhibition,others
Cc1ccc2[nH]c(=O)c(CN(Cc3nnnn3C3CCCC3)C3CCCCC3)cc2c1,-6%,11%,43%,i,16%,
NC(=O)CSc1nc2sc3c(c2c2ncnn12)CCCC3,5%,3%,70%,i,-11%,
Cc1ccc(CCNC(=O)CS(=O)Cc2nc(-c3cccc(C)c3)oc2C)cc1 (stereo unspecified),9%,-4%,35%,1.8%,-14%,
CCN(CC)c1ccc(NC(=O)COc2ccccc2C)cc1S(=O)(=O)Nc1ccccc1OC,-8%,3%,20%,6.8%,-6%,
CC1CCN(S(=O)(=O)c2ccc(NC(=O)CN3CCN(C)CC3)cc2)CC1,-1%,0%,11%,0.6%,-15%,
CCN(c1ccccc1)S(=O)(=O)c1cccc(C(=O)NCC(c2ccco2)N2CCCCC2)c1 (stereo unspecified),4%,·,·,i,·,
COc1ccc(Nc2ncc3c(n2)CC(c2ccccc2)CC3=O)cc1 (stereo unspecified),0%,-4%,3%,3.4%,-6%,VEEV TC-83 Vero 10K pilot screen=4.8
CC(C)C[C@H](NC(=O)c1cc2cc(Cl)ccc2n1C)C(=O)N1CCC(C(=O)O)CC1,5%,-7%,-19%,1.0%,12%,
COC(=O)c1nc2nc(-c3cccs3)cc(C(F)(F)F)n2n1,1%,5%,23%,i,1%,
COc1ccc(CNC(=O)c2cc(S(=O)(=O)N3CCOCC3)cn2C)cc1,-5%,-1%,-31%,1.9%,-7%,
c1ccc(-c2csc(N3CCN(c4ccccn4)CC3)n2)cc1,2%,63%,37%,7.1%,-2%,
CCCc1nc(S(=O)(=O)Cc2ccc(Cl)cc2Cl)n[nH]1,-8%,8%,15%,i,5%,
COc1cc(-c2nn3c(C4CCCCC4)nnc3s2)cc(OC)c1OC,0%,55%,28%,10%,-2%,VEEV TC-83 Vero 10K pilot screen=8.6
CC1CCN(CC(O)COc2ccc(-c3ccccc3)cc2)CC1 (stereo unspecified),20%,6%,22%,5.9%,5%,
CCOCCCNC(=O)CSc1nc2nc(C)c(Cc3ccccc3)c(C)n2n1,-4%,6%,0%,1.6%,-4%,
COC(=O)c1cc(COc2ccc3ccc(=O)oc3c2)c(C)o1,6%,-4%,-6%,4.2%,-7%,
O=C(Cn1cc(C(=O)c2ccco2)c2ccccc21)Nc1ccccc1,14%,-7%,9%,3.6%,6%,

# In the list so far, these have an aryl methoxy group.
SMILES,H1N1 NS1A inhibition,M. tuberculosis HTS,tuberculosis growth,VEEV TC-83 Vero,PhoP GFP inhibition,others
COc1ccc(CCNC(=O)C(C)Sc2ccc(C)cc2)cc1OC (stereo unspecified),2%,1%,-5%,i,-9%,
COc1cc(C2NC(=O)NC3=C2C(=O)OC3)cc(OC)c1OC (stereo unspecified),-4%,6%,0%,0.6%,-4%,
COc1ccc(C(=O)COc2ccc(F)cc2)c(O)c1,-9%,-12%,61%,2.3%,15%,
CCn1nc(C(=O)NNS(=O)(=O)c2cc(/C=C/C(=O)O)cc(OC)c2OC)c2ccccc2c1=O,-20%,-9%,-6%,11%,·,
COc1ccc(C)cc1Nc1nc(-c2c(C)[nH]c3ccccc23)cs1,1%,11%,36%,4.7%,-9%,
COc1ccc(CNC(=O)CSc2nc3ccc(C)cc3[nH]2)cc1,-13%,-2%,10%,0.3%,0%,
CCOC(=O)/C=c1\s/c(=C\c2ccccc2OC)c(=O)n1CC(=O)N1CCOCC1,3%,9%,6%,12%,-5%,
COc1cccc2c1OCC(CN1CCN(C3CCCCC3)C(CCO)C1)=C2 (stereo unspecified),7%,0%,0%,1.2%,-17%,
COc1ccc(NC(=S)N2CCC(c3nc4ccc(Cl)cc4[nH]3)CC2)c(OC)c1,1%,-6%,24%,0.2%,7%,
CCN(CC)c1ccc(NC(=O)COc2ccccc2C)cc1S(=O)(=O)Nc1ccccc1OC,-8%,3%,20%,6.8%,-6%,
COc1ccc(Nc2ncc3c(n2)CC(c2ccccc2)CC3=O)cc1 (stereo unspecified),0%,-4%,3%,3.4%,-6%,VEEV TC-83 Vero 10K pilot screen=4.8
COc1ccc(CNC(=O)c2cc(S(=O)(=O)N3CCOCC3)cn2C)cc1,-5%,-1%,-31%,1.9%,-7%,
COc1cc(-c2nn3c(C4CCCCC4)nnc3s2)cc(OC)c1OC,0%,55%,28%,10%,-2%,VEEV TC-83 Vero 10K pilot screen=8.6

# Some of these compounds in order of molar mass, ascending.
SMILES,H1N1 NS1A inhibition,M. tuberculosis HTS,tuberculosis growth,VEEV TC-83 Vero,PhoP GFP inhibition,others
NC(=O)CSc1nc2sc3c(c2c2ncnn12)CCCC3,5%,3%,70%,i,-11%,
O=C(Cn1cc(C(=O)c2ccco2)c2ccccc21)Nc1ccccc1,14%,-7%,9%,3.6%,6%,
CC1CCN(S(=O)(=O)c2ccc(NC(=O)CN3CCN(C)CC3)cc2)CC1,-1%,0%,11%,0.6%,-15%,
